Source: PubChem BioAssay
NOD2 inhibition – NOD2 signaling inhibitors, cell-based, luminescence, uHTS, HEK293 (AID 1566); inhibition, % at 4 µM; hits with a dose series show EC50 in µM; HEK293 NOD2/NF-kB luciferase reporter, luminescence; higher % means a stronger effect; 290,000 tested, 0.63% active; note: many of its hits are not listed in these tables
KOR beta-arrestin-1 – kappa opioid receptor blockers – cell-based, luminescence, uHTS (AID 1778); KOR beta-arrestin recruitment, luminescence, antagonist mode; higher % means a stronger effect; one-dose inhibition, % at 10 µM; IC50 in µM for titrated hits; 290,000 tested, 0.091% active; note: strong numbers were not always called active
GPR55 activation – selective activators of receptor GPR55 – imaging, U2OS cells, beta-arrestin-GFP redistribution, primary screen (AID 1961) | 290,000 tested, 0.048% active | activation, % at 10 µM, or EC50 in µM where a hit was titrated | U2OS GPR55 beta-arrestin-GFP redistribution imaging; higher % means a stronger effect;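 active = activation above 40% with more than 50 cells counted in the well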;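 note: U2OS osteosarcoma cells stably expressing GPR55 and beta-arrestin-GFP; plate controls were DMSO negative control for no effect and LPI positive control for full effect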
KOR beta-arrestin-2 – kappa opioid receptor activators – cell-based, luminescence, uHTS, primary screen (AID 1777); KOR beta-arrestin recruitment, luminescence; higher % means a stronger effect; one-dose activation, % at 10 µM; EC50 in µM for titrated hits; 280,000 tested, 0.02% active; in the data active = activation above about 50%, passing the limit was not always enough; note: a part of the inactive calls stands beside numbers as strong as those of hits
HIV peptide binding – cell-free HIV fusion peptide-binding blockers – biochemical, uHTS, fluorescence dequenching, primary screen (AID 1986); cell-free peptide binding, fluorescence dequenching, 30 min; higher % means a stronger effect; 290,000 tested, 0.3% active; one-dose inhibition, % at 20 µM; IC50 in µM for titrated hits; in the data active = inhibition mostly above about 52%, no sharp cut-off; inactive = mostly below about 76%; note: some results filed as inactive read as strong as hits
GPR35 antagonists – GPR35 antagonists blocking zaprinast-driven arrestin recruitment, primary screen, imaging, U2OS, beta-arrestin-GFP, zaprinast agonist (AID 2058); U2OS GPR35 beta-arrestin-GFP translocation imaging, zaprinast antagonism; higher % means a stronger effect; inhibition, % at 10 µM, or IC50 in µM where a hit was titrated; 290,000 tested, 0.052% active;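 active = inhibition of at least 50% with at least 30 cells and total cytoplasm GFP at most 10,000,000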
NOD1 inhibition – inhibition of NOD1-driven NF-kB reporter – cell-based, luminescence, uHTS, primary screen (AID 1578) | NOD1-driven NF-kB luciferase reporter cells, luminescence; higher % means a stronger effect | one-dose inhibition, % at 4 µM; EC50 in µM for titrated hits | 290,000 tested, 1% active; in the data active = inhibition mostly above about 36%, no sharp cut-off; inactive = mostly below about 34%;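 note: HEK-293T reporter cells stimulated with the NOD1 agonist gamma-tri-DAP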
GPR55 LPI antagonism – GPR55 antagonists blocking LPI-driven arrestin recruitment, primary screen, imaging, U2OS, beta-arrestin-GFP, LPI agonist (AID 2013) | U2OS GPR55 beta-arrestin-GFP translocation imaging, LPI antagonism; higher % means a stronger effect | inhibition, % at 10 µM, or IC50 in µM where a hit was titrated | 290,000 tested, 0.13% active;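 active = spots per cell inhibited over 60%, with over 100 cells counted and total cytoplasm intensity under 500,000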;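 note: U2OS cells stably carrying GPR55 and arrestin-GFP stimulated by 5 µM LPI near EC80; imaged beta-arrestin-GFP aggregate spots per cell after agonist stimulation; plate controls were LPI-stimulated DMSO wells for no effect and DMSO wells without LPI for full effect; some results filed as inactive read as strong as hits; confirmed hits need IC50 under 10 µM and bright autofluorescent wells are also inconclusive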
Myeloid diff MLP – compounds promoting myeloid differentiation; ER-HoxA9 myeloid progenitors, lysozyme-GFP differentiation, flow cytometry; calls only at 10 µM; 360,000 tested, 1% active;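 active = normalized GFP-positive differentiation at or above the plate's own cutoff, the solvent-only control mean plus 3 SD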;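 note: cells exposed to compound for four days before flow analysis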
Myeloid diff MLP GFP+ MAC1+ % – second read-out of Myeloid diff MLP, no call of its own (marks repeat the call); GFP+ MAC1+ double positive, %; measured here: differentiation confirmed by MAC1 staining
* marks the source's active call; other numbers are inactive results; i = inactive; . = not tested or not shown; [ ] = remark or other dose. Cut-off read from the data, not from the text of the source, unless noted: active = inhibition above about 50%; inactive = the rest. This is a subset, so the mix of outcomes need not match the whole.

SMILES | NOD2 inhibition | KOR beta-arrestin-1 | GPR55 activation | KOR beta-arrestin-2 | HIV peptide binding | GPR35 antagonists | NOD1 inhibition | GPR55 LPI antagonism | Myeloid diff MLP | Myeloid diff MLP GFP+ MAC1+ %
CC(C)(C)OC(=O)N1Cc2ccccc2C[C@H]1C(=O)NCC(=O)NC1CCCCC1 | 1% | 38% | -0.1% | 0.0% | 2.7% | 8% | -2% | 15% | i | 3.9
Cc1cc(S(=O)(=O)n2ccnc2)c(Cl)cc1Cl | 12% | -49%[20 µM] | 0.2% | . | 1.5% | 17% | -40% | -6% | i | 0.2
CCOC(=O)CC(=O)CSc1nc2c(sc(=S)n2-c2ccccc2)c(=O)[nH]1 | 12% | 24% | 0.3% | -2.3% | 1.2% | -6% | 2% | 20% | i | 7.0
Nc1nnc(SCC(=O)c2ccc3c(c2)NC(=O)CO3)s1 | -4% | -22% | -0.2% | 3.7% | -0.6% | -13% | 6% | 1% | i | 0.4
Cc1ccc(NC(=O)c2cc(=O)[nH]c3ccccc23)cc1C | -2% | -11% | -0.2% | -3.6% | 1.5% | -8% | -25% | -4% | i | 0.8
COc1cccc(CC(NC(C)=O)C(=O)NC2CCN(C(=O)C3CCCCC3)CC2)c1OC (centres undefined) | 7% | -12% | 0.2% | -3.4% | -0.1% | -19% | -13% | 6% | i | 0.9
CC(NS(=O)(=O)c1cccc(Cl)c1)C(=O)N(C)C1CCN(C)CC1 (centres undefined) | 10% | 13% | 0.2% | -0.3% | 2.1% | -8% | -64% | 3% | i | 0.6
N#CC1=C(N)N(c2ccccc2)C(c2ccccc2)C1(C#N)C#N (centres undefined) | 27% | -15% | -0.1% | 1.3% | -0.1% | 8% | 4% | -5% | i | 0.6
O=C(CCC(=O)N1CCN(S(=O)(=O)c2ccc(Cl)cc2)CC1)Nc1ccc2ccccc2c1 | 14% | -12% | -0.2% | 1.4% | -3.0% | -5% | -3% | 13% | i | 0.6
C=CCn1c(SCC(N)=O)nnc1-c1cc2c(s1)CCC(CC)C2 (centres undefined) | -50% | 11% | -0.1% | -1.8% | -0.3% | 4% | -26% | -12% | i | 0.1
O=c1ccnc(NCCc2ccccc2)[nH]1 | -4% | -30% | -0.1% | 3.2% | -0.2% | -2% | -8% | -6% | i | 0.4
COc1ccccc1N1CCN(C(=O)Oc2ccccc2)CC1 | -10% | -38% | 0.2% | 3.5% | -1.2% | -10% | -3% | 10% | i | 0.7
COc1ccc(CNC(=O)c2ccc[nH]2)cc1Cl | 25% | -6%[20 µM] | 0.5% | -5.9% | 0.2% | -5% | -23% | -2% | i | 0.4
CC1=NN(C(=O)Cc2ccc([N+](=O)[O-])cc2)C(O)(c2cccnc2)C1 (centres undefined) | 14% | -33% | 0.1% | -2.8% | -1.9% | -14% | -21% | -4% | i | 5.1
CC(C)Cc1nc(N2CCN(C(=O)c3ccco3)CC2)c(C#N)c2c1CCC2 | 13% | -1% | -0.2% | 5.5% | 9.5% | -8% | -1% | 3% | i | 1.2
COc1cc(/C=N/NC(=O)c2cc(O)cc(O)c2)ccc1OC(=O)c1ccccc1 | -25% | -4% | 0.6% | 0.0% | 5.9% | -16% | -28% | 1% | i | 0.5
COc1cc(/C=C(\NC(=O)c2ccccc2)C(=O)NC(C(=O)O)c2ccccc2)cc(OC)c1OC (centres undefined) | -13% | -12%[20 µM] | -0.1% | 5.1% | 1.3% | 9% | 15% | 13% | i | 2.6
CCn1nc(C)cc1C(=O)NC1CCCc2c1cnn2-c1cc(F)cc(F)c1 (centres undefined) | 3% | -9% | 0.3% | -1.6% | 1.7% | 9% | -17% | -12% | i | 0.7
COc1cc(/C=C/C(=O)O)cc(S(=O)(=O)NCCO)c1OC | 12% | 10% | 0.2% | -1.5% | 2.0% | -11% | -33% | 3% | i | 0.6
CCn1nc(C(=O)N2CCc3ccccc3C2)c2ccccc2c1=O | -12% | -16% | -0.1% | -4.7% | -1.5% | 7% | -8% | 12% | i | 0.5
CC1CCCN(S(=O)(=O)c2ccc(NC(=O)CN3CCN(C)CC3)cc2)C1 (centres undefined) | -7% | -31% | -0.2% | 7.4% | -2.3% | 5% | -4% | -6% | i | 0.4
O=C(c1ccccc1SCc1ccc(F)cc1)N1CCOCC1 | 6% | -5% | 0.4% | -3.9% | -0.7% | 18% | -6% | 12% | i | 0.6
CCN(CC)S(=O)(=O)N1CCC(C(=O)NCCC2=CCCCC2)CC1 | -8% | 20% | 0.1% | 0.3% | -0.8% | -3% | -22% | 1% | i | 0.5
CNc1ccc(/C=C2\COc3ccccc3C2=O)cc1[N+](=O)[O-] | -92% | 0% | 0.2% | 3.0% | 5.6% | -21% | -7% | -1% | i | 0.7
O=C(NCC1CCCO1)c1cncc(Br)c1 (centres undefined) | 10% | 23% | 0.1% | -7.6% | -2.6% | 17% | -12% | -1% | i | 0.8
CCN1CCn2c1nc(N1CCOCC1)nc2=O | -1% | 10% | -0.1% | -0.7% | 0.1% | 1% | -18% | 0% | i | 12
O=C(Nc1ccc2c(c1)OCCO2)C1CCCN(c2ncccn2)C1 (centres undefined) | -270% | -26% | -0.1% | 6.1% | -0.1% | -2% | -129% | 2% | i | 0.8
COc1ccc(NC(=O)c2cc(OC)c(OC)c(OC)c2)cn1 | -7% | 13% | -0.2% | 4.5% | -0.8% | -2% | -34% | -2% | i | 1.1
CCOc1ccc(NC(=O)CNC(=O)c2ccc(OC)cc2)cc1 | 8% | 9%[20 µM] | -0.1% | -5.2% | 1.3% | -12% | 3% | -8% | i | 0.3
Cc1ccc(NC(=O)N(Cc2cccnc2)Cc2ccco2)cc1C | 9% | -10% | -0.2% | -0.5% | -2.1% | -6% | -35% | 9% | i | 0.8
O=C(NCCN1CCOCC1)c1cc(-c2ccc(Cl)s2)nc2ccccc12 | 11% | 7% | 0.6% | -1.1% | -1.4% | 28% | -5% | 6% | i | 0.4
Cc1cc(OC(=O)C2CC2)c([N+](=O)[O-])c(=O)[nH]1 | 14% | 6% | -0.3% | -4.3% | 0.9% | -7% | -23% | 15% | i | 0.3
Cc1ccc(C2CC(=O)C=C(NCc3ccccc3)C2)cc1 (centres undefined) | -7% | -18% | -0.1% | 2.3% | 0.9% | 8% | 5% | -11% | i | 0.0
COc1cccc(CN(C)C(=O)COc2ccc(C(=O)c3ccc(Cl)cc3)cc2)c1OC | 33% | 9% | -0.1% | -1.4% | -0.3% | 6% | 3% | -5% | i | 0.7
Cc1ccc(-c2nc(CS(=O)CC(=O)NCc3ccccc3)c(C)o2)cc1 (centres undefined) | 7% | 16% | -0.1% | -4.4% | -1.7% | 1% | 3% | 9% | i | 3.0
CCN(CC(=O)Nc1c(F)cccc1F)C(=O)CSc1nnc(-c2ccco2)n1CC | 1% | 3% | 0.3% | 6.0% | 1.7% | 7% | -34% | 1% | i | 2.9
Cc1nnc(NC(=O)CSc2nc(C3CCCCC3)nc3ccccc23)s1 | -5% | -2% | -0.3% | -2.4% | -0.9% | 0% | 22% | -9% | i | 6.3
O=C(COC(=O)[C@@H]1CCCN1S(=O)(=O)c1ccc(Cl)cc1)NCC(F)(F)F | 17% | -5% | -0.3% | 7.6% | -1.3% | 1% | -18% | -2% | i | 0.8
Cc1ccc(N2CCN(C(=O)c3nn(C)c4c3CS(=O)(=O)c3ccccc3-4)CC2C)cc1 (centres undefined) | 27% | -20% | -0.1% | -1.8% | 1.5% | -17% | 9% | 9% | i | 2.3
Cc1cccc(NC2=C(C#N)C(=O)NC3(CCCC3)S2)c1 | 4% | 24% | 0.2% | 1.7% | 0.9% | 8% | -11% | -16% | i | 0.3
Cc1ccc(OCC(O)CNCc2ccccc2)cc1C (centres undefined) | 12% | 12% | -0.2% | 3.3% | -1.3% | -10% | -3% | 12% | i | 0.3
Cc1ncsc1C(=O)N1CCCC(CNS(=O)(=O)c2cccs2)C1 (centres undefined) | 28% | 3% | -0.3% | 2.0% | 1.0% | 12% | -21% | 2% | i | 1.4
O=C(COC(=O)c1ccccn1)NCc1ccccc1Cl | 19% | -15% | -0.1% | 0.9% | -0.6% | -2% | 2% | 6% | i | 1.8
CC(C)(C)N(NC(=O)c1ccccc1)C(=O)c1ccc(C(=O)N(NC(=O)c2ccccc2)C(C)(C)C)cc1 | 0% | 8% | 0.1% | 0.0% | 3.0% | 2% | -49% | 5% | i | 1.6
CN1CCN(C=Nc2nc3ccccc3nc2N2CCCC2)CC1 | -6% | -12% | 0.4% | -1.5% | 5.5% | -1% | -47% | -1% | i | 0.1
COc1ccc(S(=O)(=O)NCc2cc(-c3ccccc3Cl)no2)cc1 | 9% | -12% | -0.4% | 1.3% | 2.3% | 10% | -16% | 10% | i | 0.3
CCC(=O)NC1=C(C#N)C2(CCCC2)Cc2ccccc21 | -2% | -17% | -0.2% | -3.6% | 4.5% | 25% | -6% | -2% | i | 1.3
COC(=O)c1c(C(=O)OC)c2oc3ccccc3n2c1Cl | 13% | 0% | -0.2% | -3.3% | -0.2% | -2% | -20% | -7% | i | 0.5
O=C(NCCSc1c(-c2ccccc2)[nH]c2ccccc12)c1cc2ccccc2oc1=O | 2% | -14% | 0.2% | -0.4% | -0.8% | -15% | -8% | 12% | i | 2.3
CCCNC(=O)NC1CCCCCCC1 | -12% | -10% | -0.1% | -0.4% | 0.3% | 13% | -13% | 0% | i | 0.2

Other results:
SMILES | NOD2 inhibition | KOR beta-arrestin-1 | GPR55 activation | KOR beta-arrestin-2 | HIV peptide binding | GPR35 antagonists | NOD1 inhibition | GPR55 LPI antagonism | Myeloid diff MLP | Myeloid diff MLP GFP+ MAC1+ %
CCCc1cc(NCCCN(C)C)n2c(nc3ccccc32)c1C#N | 13% | -25% | 0.4% | -1.7% | 0.0% | 3% | -5% | 0% | i | 0.8
O=C1CN(C(=O)COC(=O)/C=C/c2ccco2)c2ccccc2N1 | 17% | -7% | 0.1% | -6.7% | 0.7% | 1% | -30% | 1% | i | 0.1
CN1CCN(C(=O)c2ccc(-n3cccn3)nc2)CC1 | 6% | 21% | 0.1% | 1.7% | -0.7% | 15% | 13% | 7% | i | 0.6
CN1CCN(S(=O)(=O)c2cccc(C(=O)N3CCc4ccccc43)c2)CC1 | 10% | 19% | -0.2% | 0.4% | 1.5% | -5% | -22% | 3% | i | 0.3
COC(=O)c1nc(-c2ccc(C)cc2)oc1N(C)C | 9% | 0% | -0.2% | 3.5% | -1.5% | 8% | -2% | 8% | i | 1.5
CC(=O)Oc1ccc(OC(C)=O)c(S(=O)(=O)c2ccc(C)c(C)c2)c1 | 18% | 16% | 0.0% | -0.5% | 1.7% | 24% | -1% | 7% | i | 0.4
COc1ccc(N2CCN(c3nc4ccc(C)cn4c(=O)c3C=O)CC2)cc1 | 1% | -16% | -0.2% | -2.3% | 2.3% | -5% | -11% | 5% | i | 0.3
CCCC(C)NC(=O)c1c2c(nc3ccccc13)CCC2 (centres undefined) | -6% | 10% | -0.3% | -2.9% | -0.5% | -10% | -33% | -2% | i | 0.9
CC(=O)c1cccc(Nc2cc(C)nc3ccccc23)c1 | 20% | -11% | -0.3% | . | -2.0% | -1% | 4% | 2% | i | 1.4
